LGR2 inh = blocks bursicon-induced cAMP signaling via Drosophila LGR2. HEK293 LGR2, CRE-luciferase, bursicon-stimulated, 4 h. 380,000 tested, 0.35% active. AID 720647. inhibition, % at 9.99 µM;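 active = drop in luminescence signal, shown as inhibition above about 50% in the replicate tests, limit read from the data, passing the limit was not always enough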;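 note: agonist challenge used bursicon conditioned medium at about half maximal strength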
PGC1a acetyl inh = lowers PGC1a acetylation signal in U2OS cells; inhibition, % at 15.6 µM; 350,000 tested, 0.17% active; AlphaScreen anti-acetyl-lysine; with virally co-expressed GCN5 acetyltransferase;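 active = every replicate shows inhibition of at least 40%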;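 note: 0% = neutral control wells and 100% = positive control wells; some results beyond the cut were filed as inactive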
EWS-Fli inh = EWS/Fli transcriptional activity inhibition; A673 NR0B1-luciferase reporter, viability-normalised; inhibition, % at 12.6 µM; 350,000 tested, 0.67% active;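 active = mean inhibition of at least 50% after viability correction, with every replicate also passing that limit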;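 note: firefly luciferase signal divided by Alamar Blue viability fluorescence both relative to DMSO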
FN deposition inh = fibronectin deposition inhibition; AH1F fibroblasts, Alexa488-fibronectin deposition fluorescence, overnight; inhibition, % at 12.6 µM; 350,000 tested, 0.086% active; AID 743247;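 active = mean inhibition across replicates of 30% or more, regardless of how many single replicates reach that level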;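 note: positive control wells lacked labelled fibronectin entirely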
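Material: AH1F fibroblast monolayer depositing Alexa488-labelled fibronectin into matrix | Input: 10000 AH1F cells/well | Medium: DMEM plus 2% serum, read in PBS | Reagent: Alexa488-fibronectin, 24 nM final in well | Compound dosing: One dose per compound, pinned | Schedule: 1 h adhesion, overnight exposure | Measured by: Fluorescence at 485 nm excitation, 525 nm emission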
S100A4 MyoIIA = inhibitors of human S100A4 binding to myosin IIA peptide. P26447. S100A4/TAMRA-MyoIIA peptide fluorescence polarization. inhibition, % at 10.7 µM. 360,000 tested, 0.14% active. AID 652163;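 active = mean inhibition of at least 70% across replicates, with every replicate also reaching that level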
Target sequence (P26447 whole entry, looked up): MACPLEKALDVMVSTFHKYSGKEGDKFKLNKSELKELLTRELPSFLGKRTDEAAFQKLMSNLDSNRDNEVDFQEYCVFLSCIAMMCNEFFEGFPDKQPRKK
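Test system: S100A4 monomer protein. Medium: HEPES buffer with Ca2+, pH 7.2. Reagent: fluorescent myosin IIA peptide, 5 nM. Compound dosing: single-point compound testing. Timing: 5 min between mix addition and reading. Benchmarks: DMSO neutral and TFP positive wells.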
PAX8 inh HTS = lowers PAX8-driven luciferase in RMG-I cells. RMG-I TPO-luciferase reporter, SteadyGlo, 24 h. inhibition, % at 12.6 µM. 360,000 tested, 1.2% active;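 active = mean replicate inhibition at least 60% with every replicate also reaching 60%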;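 note: luciferase light reporting Pax8 driven TPO promoter activity; plate controls were median of neutral control wells for no effect and mitoxantrone controls for full effect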
PglD DTNB = blocks C. jejuni PglD acetyltransferase activity; inhibition, % at 12.5 µM; 360,000 tested, 0.098% active; purified PglD enzyme, DTNB colorimetric CoA detection; in the data active = inhibition above about 16%, passing the limit was not always enough; note: strong numbers were not always called active
ERAP1 HTS inh = inhibitors of human ERAP1 aminopeptidase; Q9NZ08; recombinant ERAP1, Leu-AMC fluorescence, 60 min; inhibition, % at 10.7 µM; 340,000 tested, 0.15% active; AID 652197;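 active = mean replicate inhibition of at least 30%, or all replicates individually reaching that 30% level; inactive = mean below 30% and not every replicate reaching it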;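 note: 0% = neutral control wells and 100% = L-leucinethiol positive control wells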
Target sequence (Q9NZ08 whole entry, looked up): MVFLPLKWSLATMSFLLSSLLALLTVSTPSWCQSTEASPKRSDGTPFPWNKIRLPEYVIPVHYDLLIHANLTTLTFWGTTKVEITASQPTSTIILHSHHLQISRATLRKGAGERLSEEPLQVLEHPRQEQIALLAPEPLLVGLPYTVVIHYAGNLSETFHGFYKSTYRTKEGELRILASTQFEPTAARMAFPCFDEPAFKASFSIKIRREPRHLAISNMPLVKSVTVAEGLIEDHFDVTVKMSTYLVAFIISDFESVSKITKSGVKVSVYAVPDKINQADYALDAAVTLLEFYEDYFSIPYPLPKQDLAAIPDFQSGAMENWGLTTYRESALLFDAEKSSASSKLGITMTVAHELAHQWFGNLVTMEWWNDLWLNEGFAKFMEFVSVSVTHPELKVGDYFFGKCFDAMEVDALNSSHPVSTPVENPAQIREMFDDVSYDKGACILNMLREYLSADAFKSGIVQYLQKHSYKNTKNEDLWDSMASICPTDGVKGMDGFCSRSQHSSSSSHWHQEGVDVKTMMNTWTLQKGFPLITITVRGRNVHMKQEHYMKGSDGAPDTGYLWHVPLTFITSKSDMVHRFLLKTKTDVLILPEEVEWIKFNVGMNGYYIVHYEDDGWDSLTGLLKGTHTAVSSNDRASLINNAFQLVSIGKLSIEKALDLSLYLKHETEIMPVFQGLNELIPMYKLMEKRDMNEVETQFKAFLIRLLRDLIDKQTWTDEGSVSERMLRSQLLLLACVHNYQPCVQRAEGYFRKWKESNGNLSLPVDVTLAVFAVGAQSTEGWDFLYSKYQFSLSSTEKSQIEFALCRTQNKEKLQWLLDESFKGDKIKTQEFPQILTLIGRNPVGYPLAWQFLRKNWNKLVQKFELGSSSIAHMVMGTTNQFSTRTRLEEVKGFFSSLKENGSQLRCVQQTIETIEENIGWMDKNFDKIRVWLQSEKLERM
Numbers without * were called inactive; . = not tested or not shown; & = joins results of further samples.

SMILES	LGR2 inh	PGC1a acetyl inh	EWS-Fli inh	FN deposition inh	S100A4 MyoIIA	PAX8 inh HTS	PglD DTNB	ERAP1 HTS inh
C[C@H](CO)N1C[C@H](C)[C@@H](CN(C)Cc2ccncc2)Oc2c(cccc2N(C)C)C1=O	24&-8	-13	5&-6	0&-11	5&-1	-11&-3	1&-1	-1&-1
Cc1cc(NC(=O)CS(=O)(=O)c2ccc(F)cc2)no1	13	.	1	1	-8	-10	1	-1
CCOC(=O)N1CCN(C(=O)C2CCCN(S(C)(=O)=O)C2)CC1 (stereo not given)	2	-3	0	.	1	.	5	-7
COc1cccc(C(=O)NC2CC3CCCC(C2)N3CC(=O)Nc2ccccc2C(F)(F)F)c1 (stereo not given)	7	.	-1	-11	-1	35	-7	-2
Cc1cccc(NC(=O)C2CCN(c3nc(C)cc(C)n3)CC2)c1	.	-18	.	0	.	-4	0	.
CCOc1ccccc1NC(=O)NCc1ccccc1	4	9	-3	16	2	8	.	7
N#Cc1ccccc1OCCOCCNC1CCCC1	17	.	-20	-19	5	-11	.	5
COC(=O)[C@]1(Cc2ccccc2)N[C@H](CN(C)C(=O)C2CCCCC2)[C@@H]2C(=O)N(Cc3ccccc3)C(=O)[C@@H]21	-5	.	6	-3	17	-6	0	4
COc1cccc(C(=O)NNC2=CC(=O)CC(C)(C)C2)c1	22	-6	.	5	.	.	2	.
COc1ccc(C#Cc2cnc3c(c2)C(=O)N([C@H](C)CO)C[C@H](C)[C@H](CN(C)S(=O)(=O)c2ccc(C)cc2)O3)cc1OC	0	-11	16	.	-2	19	2	-2
C[C@@H]1CCCCO[C@H](CN(C)C)[C@H](C)CN([C@@H](C)CO)C(=O)c2cc(NC(=O)c3ccncc3)ccc2O1	32	2	-1	.	.	-20	.	.
COc1ccc(COC(=O)c2ccc(S(=O)(=O)N3CCC(C)CC3)cc2)cc1	8	-14	0	-11	-2	-1	-6	-4
O=C(c1c(F)cccc1F)N1CCCc2ccccc21	-3	-12	-6	1	-4	12	-2	-4
CC(=O)c1sc(NC(=O)CS(=O)(=O)c2ccccc2)nc1-c1ccccc1	4	-29	-9	-9	-8	-17	-4	0
COC(=O)C1=C(C)N(Cc2ccccc2C(F)(F)F)C(=NCc2cc(OC)c(OC)c(OC)c2)NC1CCc1ccccc1 (stereo not given)	6	.	3	4	-1	8	.	-4
COc1ccc(OC)c(NC(=O)C2(C)CCN2Cc2cccc(OC)c2OC)c1 (stereo not given)	4	.	1	13	-2	-5	-3	5
Cc1ccc(C(=O)NC(C)c2ccc(F)cc2)cc1 (stereo not given)	-4	.	6	-5	-7	4	.	2
CCOC(=O)N1CCN(c2c(NCc3ccc(F)cc3)c(=O)c2=O)CC1	-12	1	57*	7	4	25	.	6
Cc1ccccc1-c1ccc2c(c1)O[C@@H](CN(C)C(=O)Nc1ccccc1)[C@H](C)CN([C@H](C)CO)S2(=O)=O	21	-4	16	.	5	-1	-5	-2
COc1ccc(NC(=O)N(C)C[C@@H]2Oc3cc(-c4cccc(C(=O)N(C)C)c4)ccc3S(=O)(=O)N([C@H](C)CO)C[C@@H]2C)cc1	11	1	3	.	7	10	0	0
O=c1c2cnn(-c3ccccc3)c2ncn1Cc1cccc(Cl)c1	-6	0	-1	-1	1	-10	2	3
CN(C(=S)NC(=O)Cc1ccccc1)c1ccccc1	.	.	2	0	-2	-19	.	-2
O=S(=O)(Nc1ncccn1)c1ccc(NC(=S)NCc2ccco2)cc1	9	8	0	2	2	-9	.	0
CC1(C(=O)Nc2cccc3c2CCCC3)CCN1C(=O)c1cccc(F)c1 (stereo not given)	12	-7	0	-5	-7	-3	-2	1
O=[N+]([O-])c1cccnc1Sc1ccc(F)cc1	-2	0	17	-11	-7	9	-2	.

Some of the entries so far, as labelled records.
Molecule: CN(C(=S)NC(=O)Cc1ccccc1)c1ccccc1
  LGR2 inh: .
  PGC1a acetyl inh: .
  EWS-Fli inh: 2
  FN deposition inh: 0
  S100A4 MyoIIA: -2
  PAX8 inh HTS: -19
  PglD DTNB: .
  ERAP1 HTS inh: -2

Molecule: O=S(=O)(Nc1ncccn1)c1ccc(NC(=S)NCc2ccco2)cc1
  LGR2 inh: 9
  PGC1a acetyl inh: 8
  EWS-Fli inh: 0
  FN deposition inh: 2
  S100A4 MyoIIA: 2
  PAX8 inh HTS: -9
  PglD DTNB: .
  ERAP1 HTS inh: 0

Going on with the list.
SMILES	LGR2 inh	PGC1a acetyl inh	EWS-Fli inh	FN deposition inh	S100A4 MyoIIA	PAX8 inh HTS	PglD DTNB	ERAP1 HTS inh
CCOC(=O)[C@H]1[C@H]2COc3ccccc3[C@@H]2N2C(=O)c3ccccc3NC(=O)[C@@]12C	12	-4	6	-8	-3	-25	10	0
O=C(COc1ccccc1C(=O)c1cnn(-c2ccccc2)c1)Nc1ccc2ccccc2c1	-93	.	-54	2	-2	-133	-5	0
COc1ccccc1NC(=O)CSc1nc2ncccc2[nH]1	-6	-4	-5	.	0	.	5	9
O=C(NC1CCCCC1)C(c1cccnc1)N(C(=O)CCl)c1ccc(F)cc1 (stereo not given)	0	.	57*	10	-2	109*	-8	4
O=C(CC[C@H]1O[C@@H](n2ccc(=O)[nH]c2=O)[C@H](O)[C@@H]1O)NCCc1c[nH]c2ccccc12	-15	-1	23	19	4	-3	0	-3
Cc1cccc(NC(=S)NC2CC3CCC(C2)N3Cc2ccco2)c1C (stereo not given)	-4	11	.	.	-5	.	2	0
c1ccc2c(-c3ccc(OCCN4CCCCC4)cc3)c(-c3ccsc3)sc2c1	-4	-1	22	6	-8	2	-3	1
CC(C)=CC(=O)NCc1c(Cl)cccc1-n1cccc1	10	-25	.	1	.	.	3	.
C[C@H](CO)N1C[C@H](C)[C@@H](CN(C)Cc2ccccc2F)Oc2cc(C3=CCCCC3)ccc2S1(=O)=O	-33	-14	11	.	13	.	-14	0
O=C(Nc1nc2ccsc2c(=O)s1)c1ccc(Cl)cc1	16	-5	-115	-12	-2	-99	5	.
COc1ccccc1C(=O)OCC(=O)NC1CCCC1	10	4	-14	3	-2	6	6	-3
O=C1NC(=NCc2ccccc2)S/C1=C\c1ccccc1	-6	.	.	7	.	-5	-4	.
CCCCCCn1c(C)nc2c(c1=O)c1nc3ccccc3nc1n2/N=C/c1ccco1	.	-7	.	0	.	-12	-3	.
C[C@H](CO)N1C[C@H](C)[C@H](CN(C)C(=O)Nc2cccc(F)c2)Oc2ncc(C3=CCCCC3)cc2C1=O	-6	2	4	4	-6	-15	1	-4
C[C@H]1CN([C@@H](C)CO)C(=O)c2c(c3ccccc3n2C)-c2ccccc2CO[C@@H]1CN(C)C(=O)Nc1ccc(F)cc1	5	-10	1	-4	4	8	5	0
COc1cc(NC(=O)[C@@H]2CCCN(S(=O)(=O)c3cccc4cccnc34)C2)cc(OC)c1OC	5	.	0	-2	7	-3	.	-1
COc1ccc(CNC(=O)C[C@@H]2CC[C@H](NC(=O)CN(C)C)[C@@H](CO)O2)cc1	-12	5	-3	-3	.	10	-1	.
C[C@@H]1CN([C@@H](C)CO)C(=O)Cc2cc(NC(=O)Nc3ccc(C(F)(F)F)cc3)ccc2O[C@H]1CN(C)Cc1ccc(C(F)(F)F)cc1	13	6	9	.	2	64*	1	1
CNC(=O)NC(=O)CSc1nc2sccc2c(=O)n1-c1ccccc1	9	-18	7	0	0	5	3	4
CC1CCN(C(=O)COc2cccc3c2CCN(C)C3=O)CC1	-5	-4	4	.	-1	-15	.	-3
O=C(NNC(=S)NCc1ccco1)C(c1ccccc1)c1ccccc1	16	-6	-4	0	4	19	.	-3
CC(=O)Nc1sc(C)c(C)c1C(=O)OCC(=O)N(Cc1ccccc1)C(C)C	-5	8	1	1	-6	-5	6	-2
C[C@H](CO)N1C[C@H](C)[C@H](CN(C)C(=O)Nc2ccc(C(F)(F)F)cc2)OCCCC[C@H](C)Oc2ccc(NC(=O)Nc3ccc4c(c3)OCO4)cc2C1=O	20	8	-4	-5	-17	8	-1	2
CC(=O)Nc1cccc(NC(=O)c2ccccc2OCc2ccccc2)c1	-14	-1	11	-4	-4	-1	3	-3
O=C(N/N=C/c1cccc(OCc2ccccc2)c1)c1ccc(Br)cc1	-12	.	-11	8	6	5	.	-1

Ordered by formula weight (rising): 11 of the compounds above.
SMILES	LGR2 inh	PGC1a acetyl inh	EWS-Fli inh	FN deposition inh	S100A4 MyoIIA	PAX8 inh HTS	PglD DTNB	ERAP1 HTS inh
COc1ccccc1NC(=O)CSc1nc2ncccc2[nH]1	-6	-4	-5	.	0	.	5	9
CC1CCN(C(=O)COc2cccc3c2CCN(C)C3=O)CC1	-5	-4	4	.	-1	-15	.	-3
Cc1cccc(NC(=S)NC2CC3CCC(C2)N3Cc2ccco2)c1C (stereo not given)	-4	11	.	.	-5	.	2	0
CC(=O)Nc1sc(C)c(C)c1C(=O)OCC(=O)N(Cc1ccccc1)C(C)C	-5	8	1	1	-6	-5	6	-2
CCOC(=O)[C@H]1[C@H]2COc3ccccc3[C@@H]2N2C(=O)c3ccccc3NC(=O)[C@@]12C	12	-4	6	-8	-3	-25	10	0
CCCCCCn1c(C)nc2c(c1=O)c1nc3ccccc3nc1n2/N=C/c1ccco1	.	-7	.	0	.	-12	-3	.
O=C(COc1ccccc1C(=O)c1cnn(-c2ccccc2)c1)Nc1ccc2ccccc2c1	-93	.	-54	2	-2	-133	-5	0
C[C@H](CO)N1C[C@H](C)[C@H](CN(C)C(=O)Nc2cccc(F)c2)Oc2ncc(C3=CCCCC3)cc2C1=O	-6	2	4	4	-6	-15	1	-4
C[C@H](CO)N1C[C@H](C)[C@@H](CN(C)Cc2ccccc2F)Oc2cc(C3=CCCCC3)ccc2S1(=O)=O	-33	-14	11	.	13	.	-14	0
C[C@H]1CN([C@@H](C)CO)C(=O)c2c(c3ccccc3n2C)-c2ccccc2CO[C@@H]1CN(C)C(=O)Nc1ccc(F)cc1	5	-10	1	-4	4	8	5	0
C[C@@H]1CN([C@@H](C)CO)C(=O)Cc2cc(NC(=O)Nc3ccc(C(F)(F)F)cc3)ccc2O[C@H]1CN(C)Cc1ccc(C(F)(F)F)cc1	13	6	9	.	2	64*	1	1

New compounds follow:
SMILES	LGR2 inh	PGC1a acetyl inh	EWS-Fli inh	FN deposition inh	S100A4 MyoIIA	PAX8 inh HTS	PglD DTNB	ERAP1 HTS inh
O=C(C1CCC1)N1CCCCN2[C@H](CO)[C@@H](c3ccc(-c4cccc(F)c4)cc3)[C@@H]2C1	.	1	9	.	11	-14	1	0
COc1cccc(S(=O)(=O)Nc2ccc(C(=O)N3CCOCC3)cc2)c1	8	7	.	13	.	.	2	.
Cc1c(C(=O)N(Cc2ccc(Cl)cc2)C2CCS(=O)(=O)C2)oc2ccccc12 (stereo not given)	-9	.	16	-1	-2	27	1	-6
O=C(Nc1ccc2[nH]ccc2c1)c1cccs1	-46	-9	-72	6	-2	-180	-4	-2
Cc1nn(-c2ccccn2)c(N)c1N=O	.	.	4	2	-4	17	.	-7
CCCS(=O)(=O)c1nc(S(=O)(=O)c2ccc(Cl)cc2)c(N2CCC(O)CC2)s1	25	.	9	-5	-9	34	.	-3
COc1ccc(NC(=S)Nc2cccc(Cl)c2)cc1OC	-2	-5	-12	.	4	5	4	-1
C/C=C/c1cnc2c(c1)C(=O)N([C@@H](C)CO)C[C@H](C)[C@@H](CN(C)S(=O)(=O)c1ccc(OC)cc1)O2	4	-5	-4	.	-29	.	2	1
C[C@H](CO)N1C[C@H](C)[C@@H](CN(C)S(=O)(=O)c2ccccc2)Oc2ccc(NC(=O)CCCCCC(=O)Nc3ccccc3N)cc2C1=O	1	3	-5	.	2	-3	.	1
Cn1c(SCC(=O)Nc2ccccc2Oc2ccccc2)nnc1C1CC1	5	2	0	6	9	-7	5	-3
O=C(Nc1ccccc1)C(Cc1ccccc1)c1ccccc1 (stereo not given)	-2	-14	9	-2	-2	.	-2	-4

Source: PubChem (Broad Institute)
